PRMT1 FP inh: PRMT1 methyltransferase inhibitors, primary screen, biochemical, fluorescence polarization. Protein arginine N-methyltransferase 1 (Homo sapiens), Q99873. recombinant PRMT1, activity-based probe fluorescence polarization. inhibition, % at 2.79 µM. 370,000 compounds, 1.3% hits;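 active = inhibition above about 21% made by adding two undisclosed values, limit read from the data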
Target sequence (Q99873 whole entry, looked up): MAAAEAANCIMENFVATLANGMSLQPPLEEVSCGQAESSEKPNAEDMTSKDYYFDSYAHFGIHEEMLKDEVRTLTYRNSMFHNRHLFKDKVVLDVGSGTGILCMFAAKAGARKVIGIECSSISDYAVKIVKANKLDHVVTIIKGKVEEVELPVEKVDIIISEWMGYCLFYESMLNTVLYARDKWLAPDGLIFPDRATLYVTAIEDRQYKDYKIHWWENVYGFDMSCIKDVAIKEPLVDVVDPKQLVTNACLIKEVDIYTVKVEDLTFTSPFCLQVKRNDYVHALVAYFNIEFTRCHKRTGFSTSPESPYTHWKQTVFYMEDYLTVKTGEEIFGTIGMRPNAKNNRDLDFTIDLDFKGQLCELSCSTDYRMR
SIAE primary: human SIAE inhibitors, primary screen, biochemical, fluorescence polarization, FP-Rh probe, 1536-well HTS; SIAE FP-Rh probe binding; inhibition, % at 9.66 µM; 370,000 compounds, 0.69% hits; AID 1053197, 2014;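 active = inhibition above a cutoff: mean of compounds within the control limits plus 3 SD of those, cut at about 17% in these data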;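 also: 0% = plate median of compound wells and 100% = probe without SIAE protein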
NR1D1 modulator: modulators of Rev-erb alpha DNA binding, primary screen, biochemical, FITC-DNA, fluorescence polarization, uHTS. activity, % at 10 µM. Rev-erbα–FITC-DNA binding, 90 min. AID 1259318, 2017. 370,000 compounds, 0.79% hits;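 active = activity above about 14%, limit read from the data; passing the limit was not always enough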;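 also: 0% = DMSO wells with 35 nM protein and 100% = DMSO wells with 750 nM protein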
HTRA1 inhibitor: HTRA1 serine protease inhibitors, primary screen, biochemical, fluorescence polarization, HTS; Q92743; inhibition, % at 5.96 µM; recombinant HTRA1, FP-rhodamine activity-based probe; 340,000 compounds, 0.5% hits; in the data active = inhibition above about 36%;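 also: 0% = enzyme with DMSO and 100% = wells lacking enzyme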
rCAG binder: binders of r(CAG) RNA repeats, primary screen, biochemical, fluorescence | r(CAG) RNA repeat, TO-PRO-1 dye displacement fluorescence | inhibition, % at 3 µM | 370,000 compounds, 1.3% hits;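 active = inhibition above the plate cutoff, the mean of all test compounds on that plate plus 3 SD, cut at about 35% in these data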;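 also: 0% = DMSO alone and 100% = 100 µM mitoxantrone as full dye displacement; higher means more dye released from RNA so lower well fluorescence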
PG9 Ab binder: binders of HIV-1 gp120 antibody PG9, primary screen, biochemical, TR-FRET. inhibition, % at 6.7 µM. TR-FRET gp120-PG9 antibody binding. HIV-1 gp120 / PG9 antibody interaction. 360,000 compounds, 0.43% hits; in the data active = inhibition above about 8.5%
mABHD4 FP: ABHD4 inhibitors, primary screen, biochemical, fluorescence polarization, mouse; (Lyso)-N-acylphosphatidylethanolamine lipase (Mus musculus), Q8VD66; purified mABHD4, FP-Rh probe fluorescence polarization; inhibition, % at 8.92 µM; 370,000 compounds, 0.54% hits;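 active = inhibition exceeding the mean over every tested compound plus 3 SD, cut at about 30% in these data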;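 also: 0% = plate median of compound wells and 100% = S159A mutant with DMSO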
Target sequence (Q8VD66 whole entry, looked up): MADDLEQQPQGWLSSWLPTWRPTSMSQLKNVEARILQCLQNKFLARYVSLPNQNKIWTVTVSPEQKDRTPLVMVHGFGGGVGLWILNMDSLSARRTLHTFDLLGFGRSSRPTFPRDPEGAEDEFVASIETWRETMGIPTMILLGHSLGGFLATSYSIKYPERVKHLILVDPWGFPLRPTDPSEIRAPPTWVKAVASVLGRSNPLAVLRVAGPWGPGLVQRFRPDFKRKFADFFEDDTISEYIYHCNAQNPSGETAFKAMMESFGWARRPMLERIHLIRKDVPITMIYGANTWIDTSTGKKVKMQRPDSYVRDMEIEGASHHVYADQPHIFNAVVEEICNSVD
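Assay system: mouse ABHD4 enzyme, wild type / Also added: fluorescent activity-based probe FP-Rh / Doses: single nominal dose of 8.92 µM, 0.89% DMSO final / Timing: 45 min compound pre-incubation plus 60 min probe step, 25 °C / Signal: FP readout, ex 525 nm / em 598 nm / Control set: S159A mutant/DMSO as 100%, compound-well median as 0%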
LEDGF integ inh: blockers of LEDGF/p75-dependent integrase strand transfer – biochemical, TR-FRET, high throughput, primary screen | HIV-1 integrase (with human LEDGF/p75) | TR-FRET IN-LEDGF/p75 DNA integration, Eu/Cy5 | inhibition, % at 3.7 µM | 370,000 compounds, 0.64% hits;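 active = inhibition above the screen-wide mean plus 3 SD, cut at about 13% in these data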;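 also: signal is the Cy5 over europium emission ratio at 671 and 618 nm; 0% = plate median of compound wells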
TDP2 inh: human TDP2 enzyme inhibitors, primary screen, biochemical, epi absorbance, recombinant enzyme. 370,000 compounds, 0.34% hits. inhibition, % at 12.8 µM. T5PNP hydrolysis, p-nitrophenol absorbance 415 nm. Tyrosyl-DNA phosphodiesterase 2 (Homo sapiens), O95551;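 active = inhibition above the mean of all tested compounds plus 3 SD, set per campaign, cut at about 25% in these data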;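 also: 0% = DMSO with enzyme and 100% = buffer with substrate but no TDP2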
Target sequence (O95551 whole entry, looked up): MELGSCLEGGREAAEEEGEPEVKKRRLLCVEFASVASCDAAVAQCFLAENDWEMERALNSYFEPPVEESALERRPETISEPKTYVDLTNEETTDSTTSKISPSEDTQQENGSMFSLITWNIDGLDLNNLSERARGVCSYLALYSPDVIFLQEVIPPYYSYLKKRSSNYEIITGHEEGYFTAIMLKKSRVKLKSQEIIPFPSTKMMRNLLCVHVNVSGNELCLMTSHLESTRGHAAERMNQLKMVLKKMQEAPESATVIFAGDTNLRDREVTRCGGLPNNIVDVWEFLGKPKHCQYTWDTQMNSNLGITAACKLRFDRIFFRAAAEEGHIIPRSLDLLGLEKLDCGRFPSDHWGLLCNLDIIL
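Material: recombinant human TDP2; quantity: TDP2 enzyme at 120 nM final; medium: Tris-HCl pH 7.5 with MgCl2; compound: single concentration, 12.8 µM nominal, with 1% DMSO; incubation: 2 h enzyme incubation at 37 °C; signal: epi absorbance; measure: percent inhibition; benchmarks: high control without enzyme, low control DMSO plus TDP2; repeats: singlicate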
TCR-CD3 inh: inhibitors of human TCR-CD3 interaction, primary screen, biochemical, fluorescence, TAMRA-labeled TCR probe; T-cell receptor (TCR); inhibition, % at 9.4 µM; 360,000 compounds, 0.37% hits; AID 651800, 2012; in the data active = inhibition above about 19%;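 also: recombinant mutant TCR 2C K166C tagged with TAMRA read by polarization; 0% = receptor in buffer alone and 100% = receptor with positive control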
Starred values were filed as active, the others as inactive; . = not tested or not shown. Some of the compounds tested. The share of hits here may be higher or lower than overall.

#1 Cc1ccc(C)n1-n1c(C)nc2sc3c(c2c1=O)CCCCC3
#2 CC(=O)OCCn1c(=O)c2cc3c(=O)n(CCOC(C)=O)c(=O)c3cc2c1=O
#3 CCOc1ccc(N(CC(=O)NCc2ccco2)C(=O)CCC(=O)Nc2ccccn2)cc1
#4 CCOC(=O)C1=C(CC)Nc2ccccc2N=C1NC(=O)Cn1cnc2ccccc2c1=O
#5 O=C(CSc1nnc(-c2cccnc2)n1-c1ccccc1)Nc1ccc2c(c1)OCCO2
#6 Cc1cccc(NC(=O)c2cc(-c3cccnc3)nc3c(C)cccc23)n1
#7 [O-][n+]1nc2ccccc2c2ccccc21
#8 Cc1cccc(OCC(=O)Nc2ccc(C(=O)NCC(C)C)cc2)c1
#9 CCOc1cc(S(=O)(=O)NCc2ccccc2)ccc1Br
#10 CSc1ccc(S(=O)(=O)N2CCC(C(=O)N3CCc4ccccc4C3)CC2)cc1

Assay by compound	1	2	3	4	5	6	7	8	9	10
PRMT1 FP inh	1	1	-2	-2	-2	-3	-2	-5	-1	1
SIAE primary	-8	3	-10	2	-6	-8	-6	1	4	-6
NR1D1 modulator	1	-2	8	7	-7	-21	1	-3	2	1
HTRA1 inhibitor	-9	-1	-1	4	.	-19	4	-1	-18	-18
rCAG binder	-1	0	-8	-3	0	-1	4	-4	-3	-4
PG9 Ab binder	0.6	-3.2	-1.8	0.4	.	-1.8	-2.4	-1.7	-2.8	0.3
mABHD4 FP	-3	-2	-4	2	7	2	-6	1	-6	-1
LEDGF integ inh	3	1	8	-1	1	-2	0	2	3	0
TDP2 inh	-2	0	-5	-11	-7	15	1	-12	0	1
TCR-CD3 inh	2	5	0	0	.	3	3	3	3	6

Compound profiles, as listed above. Screens in order: PRMT1 FP inh | SIAE primary | NR1D1 modulator | HTRA1 inhibitor | rCAG binder | PG9 Ab binder | mABHD4 FP | LEDGF integ inh | TDP2 inh | TCR-CD3 inh
`CCOc1ccc(N(CC(=O)NCc2ccco2)C(=O)CCC(=O)Nc2ccccn2)cc1` is entered as -2 | -10 | 8 | -1 | -8 | -1.8 | -4 | 8 | -5 | 0
`O=C(CSc1nnc(-c2cccnc2)n1-c1ccccc1)Nc1ccc2c(c1)OCCO2` is entered as -2 | -6 | -7 | . | 0 | . | 7 | 1 | -7 | .
`CC(=O)OCCn1c(=O)c2cc3c(=O)n(CCOC(C)=O)c(=O)c3cc2c1=O` is entered as 1 | 3 | -2 | -1 | 0 | -3.2 | -2 | 1 | 0 | 5
`Cc1cccc(NC(=O)c2cc(-c3cccnc3)nc3c(C)cccc23)n1` is entered as -3 | -8 | -21 | -19 | -1 | -1.8 | 2 | -2 | 15 | 3
`Cc1ccc(C)n1-n1c(C)nc2sc3c(c2c1=O)CCCCC3` is entered as 1 | -8 | 1 | -9 | -1 | 0.6 | -3 | 3 | -2 | 2

(next part)
#11 Cc1nn(Cc2ccccc2)c(N)c1-c1ccccc1
#12 Cc1nc2c(nc1C)C(=O)c1ccccc1C2=O
#13 O=C(NCCNC(=O)c1ccc(Cl)cc1Cl)c1ccc(Cl)cc1Cl
#14 CCOC(=O)c1c(NC(=O)CCc2ccc(CC)o2)sc(C)c1C
#15 N#Cc1ccsc1NC(=O)COC(=O)C1=NNC(=O)CC1
#16 O=C(CCNS(=O)(=O)c1cccc2nsnc12)NCc1ccco1
#17 O=C(CN1CCN(S(=O)(=O)N2CCCCCC2)CC1)Nc1cc(Cl)ccc1Cl
#18 O=C(C1CCCN(S(=O)(=O)c2ccc(Br)cc2)C1)N1CCOCC1 (stereo unspecified)
#19 CCCCC/C=C/C1=CC(=O)C[C@H](c2ccc(OC)c(OC)c2)C1
#20 CCCS(=O)(=O)N1CCN(Cc2ccccc2[N+](=O)[O-])CC1

Assay by compound	11	12	13	14	15	16	17	18	19	20
PRMT1 FP inh	-1	1	-4	2	2	-3	-5	0	3	5
SIAE primary	7	-1	7	2	-4	2	9	6	-2	-7
NR1D1 modulator	-2	7	-1	8	-18	-4	0	-2	0	3
HTRA1 inhibitor	2	2	.	-8	2	-3	12	1	-26	7
rCAG binder	-1	0	1	4	20	2	-3	-4	-2	-1
PG9 Ab binder	-0.2	-2.6	1.2	-0.4	-1.7	-0.8	-1.0	-0.6	-2.4	-1.1
mABHD4 FP	4	-2	-2	0	9	0	-7	8	-9	14
LEDGF integ inh	1	2	-1	3	3	3	2	-1	4	3
TDP2 inh	-6	6	1	-1	11	10	-12	1	-14	11
TCR-CD3 inh	-4	1	8	5	11	8	6	7	1	-5

#21 COc1cc(C(=O)NNC(=O)CCOc2cccc(Br)c2)cc(OC)c1OC
#22 O=C(CSc1nc2ccccc2[nH]1)Nc1c(F)c(F)c(F)c(F)c1F
#23 OCCN1CCOCCOCCN(CCO)CCN(CCO)CC1
#24 c1ccc(CN2CCN(c3nc4ccccc4s3)CC2)cc1
#25 ONC(=NCc1ccccc1)c1ccccc1
#26 CCOCCCn1cnc2c([nH]c3cc(OC)ccc32)c1=O
#27 CC(c1ccccc1)n1cc(C(=O)NCCN2CCOCC2)nn1 (stereo unspecified)
#28 CC1(C)Cc2c(c(N3CCOCC3)nc3sc4c(=O)[nH]cnc4c23)CS1
#29 O=C(N/N=C/c1ccccc1OC(=O)c1ccc2c(c1)OCO2)c1ccccc1
#30 C/C(CC(=O)Nc1ccc([N+](=O)[O-])cc1)=N\NC(=O)c1ccccc1[N+](=O)[O-]

Assay by compound	21	22	23	24	25	26	27	28	29	30
PRMT1 FP inh	-1	4	0	2	1	0	1	-1	3	5
SIAE primary	1	0	4	-8	9	8	3	-2	-14	0
NR1D1 modulator	1	-5	-8	1	1	-2	-1	1	2	-6
HTRA1 inhibitor	-3	-2	8	-9	-3	-2	-2	-5	-14	2
rCAG binder	3	-2	-3	-2	-1	-5	1	8	1	8
PG9 Ab binder	-0.3	1.6	0.6	0.5	-0.6	2.8	-0.8	-0.2	-0.7	-2.4
mABHD4 FP	2	4	6	-2	3	0	0	3	-28	-10
LEDGF integ inh	0	-4	-2	-6	0	1	-1	3	-1	5
TDP2 inh	7	-2	9	-12	5	6	4	4	3	-15
TCR-CD3 inh	3	-7	6	-7	-7	-2	8	8	17	-13

#31 COC(=O)C1=C(Nc2ccc(C)cc2)C=C(C)C(C(=O)OC)C1c1cccc(OC)c1 (stereo unspecified)
#32 O=C(O)CC/C(=N\NC(=O)c1ccccc1Br)c1ccccc1
#33 Cc1ccc(CN(C)S(=O)(=O)c2c(C)noc2/C=C/N(C)C)cc1
#34 CN(NC(=O)C(=O)NCc1ccco1)C(=O)Nc1ccc(Cl)cc1
#35 O=C(N/C(=C/c1cccnc1)C(=O)N1CCCCCC1)c1cccc(Br)c1
#36 Cc1ccccc1NC(=S)N1CCN(C(=O)c2ccco2)CC1
#37 O=C(NCc1ccccc1)[C@@H]1CCCN1C(=O)[C@@H](NS(=O)(=O)c1ccc(F)cc1F)c1ccccc1
#38 COc1ccccc1N1CSC2=C(C#N)C(c3ccc(SC)cc3)CC(=O)N2C1 (stereo unspecified)
#39 COC[C@@H](OC(C)=O)[C@H]1OCc2ccccc2[C@@H]1/C=C/c1ccccc1
#40 Cc1cc(C=O)c(C)n1-c1ccc2c(c1)OCO2

Assay by compound	31	32	33	34	35	36	37	38	39	40
PRMT1 FP inh	-3	0	-5	1	5	4	2	39*	-2	2
SIAE primary	-2	-4	5	-7	-10	2	3	-17	3	9
NR1D1 modulator	5	1	4	-3	7	1	-7	-4	-2	-3
HTRA1 inhibitor	-14	3	-50	.	-7	2	.	1	.	12
rCAG binder	-1	2	21	2	-6	1	0	40*	5	3
PG9 Ab binder	-0.8	1.9	1.2	-1.4	-0.1	-1.8	-2.3	3.7	.	0.3
mABHD4 FP	-8	6	0	-4	-7	6	-6	31*	0	2
LEDGF integ inh	3	-2	2	-1	2	-3	-1	7	-1	-1
TDP2 inh	-5	11	13	8	-2	18	-1	1	-1	3
TCR-CD3 inh	-2	-3	-2	-3	-7	-6	-8	6	.	2

#41 C(=N\N=C\c1ccccn1)/c1ccccn1
#42 CCOC(=O)c1cnc(COc2ccc(OC)cc2)[nH]c1=O
#43 C/C=C/c1ccc(OCC(=O)N2CCc3cc(OC)c(OC)cc3C2)c(OC)c1
#44 CCC(CO)Oc1cc(NC(=O)c2cccc(F)c2)c2ncn(C(C)C)c2c1 (stereo unspecified)
#45 O=C(Nc1cccc2ncccc12)c1cccc(F)c1
#46 CCC(C)(C)NC(=O)C(OC(=O)c1ccco1)c1ccc(OC)cc1 (stereo unspecified)
#47 O=C(O)CCn1c(C(=O)O)cc2sccc21
#48 c1ccc(-n2nnc(-c3cccnc3)n2)cc1
#49 Clc1cccc(CNCCCSc2ncccn2)c1
#50 CC12CCC(C3NC(=S)NN=C31)C2(C)C (stereo unspecified)

Assay by compound	41	42	43	44	45	46	47	48	49	50
PRMT1 FP inh	2	-6	4	2	4	1	1	-2	5	1
SIAE primary	-11	4	3	2	-5	-11	2	-1	-5	7
NR1D1 modulator	3	1	-3	-1	0	2	1	6	1	2
HTRA1 inhibitor	-3	1	-4	2	3	-6	1	6	-4	2
rCAG binder	-1	-1	-4	0	-1	-4	3	4	-7	1
PG9 Ab binder	3.9	0.3	1.3	-1.0	-0.8	0.1	-1.8	-1.4	-1.1	1.8
mABHD4 FP	1	-12	1	44*	6	2	-9	-9	3	8
LEDGF integ inh	-3	6	0	5	-4	-2	11	0	-3	-1
TDP2 inh	-4	-8	-6	20	-6	-8	-10	-13	3	7
TCR-CD3 inh	-10	-2	-5	-1	-6	0	-5	-5	-8	3

#51 O=C(Nc1cccc(N=Cc2cc(Cl)cc(Br)c2O)c1)c1ccco1
#52 CC(C)c1csc(CN2CCN(CCc3ccccc3)C(CCO)C2)n1 (stereo unspecified)
#53 CC(=O)NC(CCS(C)(=O)=O)C(=O)Nc1cccc(C)c1 (stereo unspecified)
#54 O=C(CNC(=S)NC(=O)c1ccccc1Br)c1ccccc1
#55 O=C1CC(C(=O)O)(c2ccccc2)c2cccc(F)c21 (stereo unspecified)
#56 C=CCNC(=S)N1CCN(c2ccccc2Cl)CC1

Assay by compound	51	52	53	54	55	56
PRMT1 FP inh	0	0	-1	-3	-3	2
SIAE primary	-5	-5	0	-1	7	7
NR1D1 modulator	-2	2	-3	-1	-3	-3
HTRA1 inhibitor	14	-2	1	2	2	0
rCAG binder	9	-7	2	0	-1	-3
PG9 Ab binder	-1.9	-1.3	-0.9	-0.6	1.3	-2.5
mABHD4 FP	12	2	5	-1	-2	1
LEDGF integ inh	-1	1	-1	1	2	0
TDP2 inh	-3	3	10	-9	4	4
TCR-CD3 inh	6	3	4	8	2	2

Screens as filed in PubChem BioAssay.
